NSD2 inh: NSD2 (human) methyltransferase inhibition; NSD2 peptide methylation, AlphaScreen, 120 min; inhibition, % at 12.5 µM; hit rate 0.54% among 310,000; AID 743445; in the data active means inhibition above about 50%
Target sequence (O96028 whole entry, looked up): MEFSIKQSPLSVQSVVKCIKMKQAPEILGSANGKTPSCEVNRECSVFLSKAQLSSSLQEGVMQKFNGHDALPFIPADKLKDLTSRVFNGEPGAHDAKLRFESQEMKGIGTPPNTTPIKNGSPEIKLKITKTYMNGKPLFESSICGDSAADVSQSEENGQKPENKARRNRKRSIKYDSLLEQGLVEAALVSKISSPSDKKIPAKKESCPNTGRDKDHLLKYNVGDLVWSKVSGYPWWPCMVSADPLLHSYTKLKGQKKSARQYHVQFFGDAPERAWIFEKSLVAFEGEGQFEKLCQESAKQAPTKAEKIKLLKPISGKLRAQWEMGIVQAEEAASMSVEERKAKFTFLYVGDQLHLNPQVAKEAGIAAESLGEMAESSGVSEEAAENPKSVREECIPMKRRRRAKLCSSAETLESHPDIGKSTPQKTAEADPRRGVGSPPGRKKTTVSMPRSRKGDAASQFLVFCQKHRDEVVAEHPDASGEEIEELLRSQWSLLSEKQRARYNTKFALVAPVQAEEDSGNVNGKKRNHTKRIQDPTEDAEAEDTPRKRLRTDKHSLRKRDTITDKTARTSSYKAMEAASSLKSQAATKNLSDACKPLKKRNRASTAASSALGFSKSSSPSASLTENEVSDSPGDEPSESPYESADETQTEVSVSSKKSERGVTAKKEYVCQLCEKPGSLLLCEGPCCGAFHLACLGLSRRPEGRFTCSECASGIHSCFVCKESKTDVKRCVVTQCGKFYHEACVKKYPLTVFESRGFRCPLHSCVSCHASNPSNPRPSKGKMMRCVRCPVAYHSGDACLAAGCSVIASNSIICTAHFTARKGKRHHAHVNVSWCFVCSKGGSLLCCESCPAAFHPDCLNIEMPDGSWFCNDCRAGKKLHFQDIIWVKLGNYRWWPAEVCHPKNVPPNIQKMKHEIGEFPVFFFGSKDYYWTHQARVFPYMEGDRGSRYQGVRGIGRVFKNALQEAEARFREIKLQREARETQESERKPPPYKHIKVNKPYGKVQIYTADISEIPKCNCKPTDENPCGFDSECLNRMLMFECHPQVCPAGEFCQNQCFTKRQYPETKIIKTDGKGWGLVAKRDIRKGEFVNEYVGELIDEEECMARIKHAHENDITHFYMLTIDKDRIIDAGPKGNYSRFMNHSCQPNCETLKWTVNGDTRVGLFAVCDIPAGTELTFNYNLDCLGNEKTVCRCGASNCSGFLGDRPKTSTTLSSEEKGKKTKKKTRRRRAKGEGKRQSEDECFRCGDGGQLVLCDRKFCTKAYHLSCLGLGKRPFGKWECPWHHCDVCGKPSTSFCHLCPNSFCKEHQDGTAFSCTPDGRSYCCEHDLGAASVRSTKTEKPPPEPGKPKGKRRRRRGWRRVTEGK
DAGLB inh: diacylglycerol lipase beta (human) inhibition; Q8NCG7; HEK293T DAGLB membrane lysate, EnzChek fluorogenic substrate; inhibition, % at 5.17 µM; AID 504411; hit rate 0.059% among 340,000; in the data active means inhibition above about 34%;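 further: 0% = enzyme with vehicle and 100% = wells lacking enzyme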
PKA-R2B act: activates the human PKA-R2B holoenzyme complex; AID 504700; hit rate 0.079% among 340,000; activation, % at 11.4 µM; PKA-R2B holoenzyme dissociation, Cy5-IP20 fluorescence polarization; R2B truncated from residue 108, S112A mutant; 0% DMSO only, 100% 113 µM cGMP;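 active means activation above a cutoff set at the mean over all compounds plus 3 SD, cut at about 18% in these data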;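 further: higher means more holoenzyme dissociation and a rise in polarization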
* = called active by the depositor. Not all compounds are listed; the hit share may differ from the screen's.

NSD2 inh	DAGLB inh	PKA-R2B act	mol
46.4	-5.0	-17.1	O=S(=O)(c1ccc(F)c(F)c1)N1CCCCCCC1
-4.0	-2.5	-5.0	COc1ccccc1N1CCN(S(=O)(=O)CCNC(=O)c2cccs2)CC1
-2.8	-2.5	-6.6	COc1ccc(CNC(=O)COC(=O)c2c(NC(C)=O)sc(C)c2C)cc1OC
-2.6	-0.2	-0.3	COc1ccccc1C(=O)NCCN1CCCC1
-1.9	-3.0	-2.7	COc1ccc(S(=O)(=O)N2CCC(C(=O)NCCC(=O)NCc3cccnc3)CC2)cc1
-1.5	-5.0	-3.9	COc1ccc(N(C)S(=O)(=O)c2cccc(C(=O)OCC(=O)Nc3cc(C)ccc3OC)c2)cc1
0.0	-1.2	0.0	CCOC(=O)Cn1nc2oc(=O)c(CCN3CCN(c4ccccc4OC)CC3)c(C)c2c1C
-2.6	-1.5	1.6	O=C1c2ccccc2C(=O)N1C1C=CC=CC=C1
-1.7	-2.1	-5.0	COc1cc(CN2CCC(C(=O)NC(C)(C)C)CC2)ccc1OCc1ccccc1
0.4	-2.0	-0.6	COc1cc(C=C2CCCC(=Cc3ccc(OCC4CO4)c(OC)c3)C2=O)ccc1OCC1CO1 (stereo not drawn)
-1.2	-4.3	1.1	COc1ccc(C(=O)N2C=Cc3ccccc3C2C(N)=O)cc1 (stereo not drawn)
-0.6	-15.7	-1.3	CCOC(=O)c1c(-c2cc(OC)c(OC)c(OC)c2)csc1NC(=O)c1ccccc1
1.5	-4.7	-9.2	Fc1ccc(NC(=S)SCc2ccc3c(c2)OCO3)cc1F
-1.5	1.9	1.7	O=C(CCNC(=O)N1CC(=O)Nc2ccccc21)NCc1cccc(C(F)(F)F)c1
2.2	0.6	-9.7	O=C(CCCN1C(=O)/C(=C\c2cccc(Br)c2)SC1=S)Nc1ccc(C(=O)O)cc1
0.4	-3.5	-1.4	COc1ccc(S(=O)(=O)N2CCC(C(=O)NCCC(=O)NCc3ccccn3)CC2)cc1
65.5*	10.5	-5.0	Cc1ccc(S(=O)c2ccc([N+](=O)[O-])c3nonc23)cc1 (stereo not drawn)
-1.2	-1.2	-8.6	COc1cccc2sc(=NC(=O)CS(=O)(=O)c3ccccc3)n(C)c12
2.0	1.5	7.7	Cc1ccc2ccc(C#N)cc2c1O
0.2	-4.0	0.3	Cc1cc(NC(=O)COc2ccc3c(C)c(C)c(=O)oc3c2)no1
-8.7	-1.8	-2.0	O=C(CNc1cccc(S(=O)(=O)N2CCCCC2)c1)Nc1ccc(C(F)(F)F)cc1
-1.9	-0.9	-4.0	C#CC1(N2CCCCC2)CCCCC1
-1.3	-1.9	1.8	CN(C)c1nn2c(-c3ccccc3)nnc2o1
-2.7	-2.9	-7.0	CC(=O)N1CCC(C(=O)Nc2cc(S(=O)(=O)N3CCCCC3)ccc2C)CC1
2.4	-2.0	-4.4	O=C(CCNS(=O)(=O)c1ccc(F)cc1)N1CCN(c2ncccn2)CC1

Next structures follow:
NSD2 inh	DAGLB inh	PKA-R2B act	mol
-10.9	-4.6	1.5	CC1Cc2nc(SCC(=O)N3CCCCC3)n(C)c(=O)c2S1 (stereo not drawn)
-2.2	2.2	1.2	CS(=O)(=O)N(CC(=O)N1CCCC1)c1ccc(F)cc1
8.0	5.0	2.2	O=C1NC(=O)C(=CC=Cc2ccccc2)S1
-1.1	-0.1	-1.4	CCOC(=O)C1c2cccc(O)c2CCN1C(C)=O (stereo not drawn)
10.0	0.4	5.1	CC(NCC(=O)Nc1ccccc1C(=O)NC1CC1)c1ccc(Cl)cc1 (stereo not drawn)
-1.7	-3.2	-3.1	O=C(COC(=O)c1cccc(Br)c1)Nc1cccc(S(=O)(=O)N2CCCCC2)c1
-2.6	0.8	-0.4	O=S(=O)(Nc1ccc(NS(=O)(=O)c2ccccc2)c2ccccc12)c1ccccc1
186.0*	38.9*	-7.6	Cc1ccc(S(=O)(=O)/N=C2\C=C(NS(=O)(=O)c3ccc(C)cc3)C(=O)c3ccccc32)cc1
-0.4	-2.4	-4.6	NCC1C2CCC(O2)C1CO (stereo not drawn)
-0.8	-0.7	-16.9	CCCCNC(=S)N(CCCO)Cc1cc2cc3c(cc2[nH]c1=O)OCO3
-0.6	-1.0	1.0	COc1cc([N+](=O)[O-])c(C)cc1NC(=O)c1ccc(OC)c(OC)c1
1.8	-0.1	5.2	COc1ccccc1-c1noc(CCC(=O)Nc2cccnc2)n1
-1.6	-18.2	0.9	Cc1cccc(C(=O)C(O)(c2ccccc2)C2CCCCC2=O)c1 (stereo not drawn)
-5.9	-2.5	7.1	O=C(Cc1ccc(Cl)cc1)Nc1cccnc1Cl
3.8	-0.9	-10.7	COc1cc2c(cc1O)C(CSC)Cc1cc3c(cc1N(C)CC2)OCO3 (stereo not drawn)
-0.9	0.3	0.0	COc1ccc(C)cc1S(=O)(=O)NCc1ccccn1
-0.3	-0.5	-17.8	COc1ccc(C(=O)NN/C=C/C(=O)c2ccc(Br)cc2)cc1
7.5	-0.5	-13.4	CC(=O)NCC1(c2ccccc2)CCN(CCCC(=O)c2ccc(F)cc2)CC1
-0.2	1.4	0.3	CCOc1ccc(NC(=O)CN(C)C(=O)CCCNC(=O)c2ccc(Cl)cc2)cc1OCC
-2.3	1.3	-10.8	COc1cc(C=CC(=O)N2CCN(CC(=O)N3CCCC3)CC2)cc(OC)c1OC
-4.3	-3.9	4.4	Cc1ccccc1-n1nc2c(c1NC(=O)C1CC1)CS(=O)(=O)C2
-0.5	1.3	3.4	O=S(=O)(c1ccccc1)N1CCN(CCOc2ccc(F)cc2)CC1
-2.9	-1.7	6.8	Nc1nc2ccc(Br)cc2s1
-1.0	-2.0	-2.2	Cc1cccc(C(=O)Nc2ccc(C(=O)c3ccncc3)cc2)c1
-3.6	-3.3	-0.9	O=C1CCC2(CCCC2)c2ccccc21

The list goes on:
NSD2 inh	DAGLB inh	PKA-R2B act	mol
-2.6	-1.7	9.4	O=C(COC(=O)c1cc(S(=O)(=O)N2CCOCC2)ccc1F)Nc1ccccc1C(F)(F)F
-0.8	-7.6	-3.2	CC1COC(=C2C(=O)OCC2C)C1 (stereo not drawn)
0.3	0.0	-2.9	CN(CC(=O)Nc1ccc(Cl)c(C(F)(F)F)c1)C(=O)C1CC(=O)N(c2ccc3c(c2)OCCO3)C1 (stereo not drawn)
-3.4	-0.3	0.0	CSc1nc(S(=O)(=O)c2ccc(C)cc2)c(N2CCOCC2)s1
1.0	-1.4	3.8	Cc1c(C(=O)NC2CC(C)(C)NC(C)(C)C2)oc2c(Cl)cccc12
4.0	-0.4	-6.6	Cc1ccc(NS(=O)(=O)c2ccc(-c3coc(C)n3)cc2)c(Cl)c1
-3.4	-0.5	-8.1	O=C(NCc1cc2ccccc2[nH]1)C1CCC(=O)N(CC2CCCCC2)C1 (stereo not drawn)
-0.9	-4.1	0.0	COCC1CCN(C(=O)c2cc(COc3ccc(OC)cc3Cl)on2)C1 (stereo not drawn)
-2.2	-3.4	-1.0	Cc1nc2ccccc2nc1CC(O)(c1ccccc1)c1ccccc1
-0.3	-0.1	13.2	COc1ccc(CNC(=O)C2CCN(S(=O)(=O)c3ccc4nc5c(c(C(=O)O)c4c3)CCCC5)CC2)cc1
1.7	-3.4	6.7	O=C1c2ccccc2C2N1CCCN2C(=O)c1sc2ccccc2c1Cl (stereo not drawn)
1.3	0.5	-8.1	Cc1cc(C)c(Cn2c(=O)[nH][nH]c2=O)cc1Cn1c(=O)[nH][nH]c1=O
10.7	-3.0	-2.8	COC(=O)C1=CCCCC(O)=C1C(=O)OC
28.9	0.1	1.4	CCCc1cc(NCCOCCO)n2c(nc3ccccc32)c1C#N
66.1*	-5.0	2.7	CC(=NO)c1cc(Br)c2cccc3c2c1CC3
0.4	0.8	-5.4	O=C(SCc1c(O)c2ccccc2oc1=O)c1ccccc1
-5.9	4.5	-2.7	O=S(=O)(Nc1ccc(NS(=O)(=O)c2ccccc2)cc1)c1ccccc1
-2.0	-2.0	1.5	CC(C)C(=O)N1CCCCCCN1C(=O)C(C)C
-4.5	-2.4	3.8	CC(NC(=O)C1CC(=O)N(c2ccc3c(c2)OCCO3)C1)c1ccccc1 (stereo not drawn)
-6.0	-1.3	3.0	COCCN(C(=O)COC(=O)C12CC3CC(CC(O)(C3)C1)C2)c1c(N)n(Cc2ccccc2)c(=O)[nH]c1=O
2.0	-5.3	6.2	Cc1cc(C)c(C)c(S(=O)(=O)N2CCNC(=O)C2)c1C
-3.5	-4.3	-9.5	COc1ccc(NC(=O)COC(=O)Cc2cccs2)cc1Cl
-1.2	-0.2	-3.4	O=S1(=O)CCN(C2CCCC2)CC1
3.3	-10.0	2.4	COc1cc(C=NN2CCCCC2)cc(OC)c1OC
-1.1	-4.7	1.9	CCCCCN(C(=O)CCC(=O)OC(C)C(=O)Nc1ccccc1C)c1c(N)n(CCCC)c(=O)[nH]c1=O (stereo not drawn)

Grouped by structure: those above containing a COOH group (2)
NSD2 inh	DAGLB inh	PKA-R2B act	mol
2.2	0.6	-9.7	O=C(CCCN1C(=O)/C(=C\c2cccc(Br)c2)SC1=S)Nc1ccc(C(=O)O)cc1
-0.3	-0.1	13.2	COc1ccc(CNC(=O)C2CCN(S(=O)(=O)c3ccc4nc5c(c(C(=O)O)c4c3)CCCC5)CC2)cc1

The main list resumes; the 3 compounds before the break are reprinted first.
NSD2 inh	DAGLB inh	PKA-R2B act	mol
-1.2	-0.2	-3.4	O=S1(=O)CCN(C2CCCC2)CC1
3.3	-10.0	2.4	COc1cc(C=NN2CCCCC2)cc(OC)c1OC
-1.1	-4.7	1.9	CCCCCN(C(=O)CCC(=O)OC(C)C(=O)Nc1ccccc1C)c1c(N)n(CCCC)c(=O)[nH]c1=O (stereo not drawn)
-7.3	-1.9	-9.1	Cc1cc(Br)ccc1NC(=O)CN(C)C(=O)c1ccccc1OCc1c(C)noc1C
-1.5	-2.4	-9.2	Cc1onc(-c2ccccc2)c1C(=O)OCC(=O)Nc1ccccc1Cl
-1.5	-0.4	-3.0	Cc1coc2c(C)c3oc(=O)c(CCC(=O)N[C@H](C(=O)O)C(C)C)c(C)c3cc12
-30.5	-3.0	0.7	Cc1cc(-c2ccc(Br)cc2)n2nc(C)cc2n1
-0.7	-2.0	-3.7	CC(C)Oc1ccc(S(=O)(=O)N2CCOCC2)cc1NC(=O)CC1CC2CCC1C2 (stereo not drawn)
5.1	-1.7	-5.1	COc1ccc(C)cc1S(=O)(=O)N1CCCC(N2CCN(c3ccccc3)CC2)C1 (stereo not drawn)
0.6	-1.6	-3.9	CCCn1c(C)cc(C(=O)CN2C(=O)c3ccccc3S2(=O)=O)c1C
-2.7	0.9	1.5	Nc1nc(N)c2cc(Sc3cccc(C(F)(F)F)c3)ccc2n1
-2.6	-1.6	-8.2	COc1ccc2c(c1)C(=O)C1(CC2)OC1c1cccnc1 (stereo not drawn)
18.2	-5.0	-1.1	CN1C=CC(C(C(N)=O)c2ccccc2)c2ccccc21 (stereo not drawn)
-0.1	-3.6	-3.3	CC(=O)NNc1nc(-c2ccccc2)c2cc(Cl)ccc2n1
2.5	-2.4	-1.3	CSCc1ccc(C(=O)OCC(=O)NC2CCCC2)o1
8.9	-2.6	-9.0	CC1(C)CC(=Cc2cc(O)ccc2[N+](=O)[O-])C(=O)c2ccccc21
-1.9	-1.6	5.3	CN(N=Cc1ccccc1)C(=S)Nc1ccccc1
-1.9	4.1	-1.3	CC1=NN(c2ccccc2)C(=O)C1C(=S)SC1CC(=O)NC1=O (stereo not drawn)
-6.8	-14.0	-12.5	O=C(c1cc(COc2c(F)cccc2F)on1)N1CC[C@@H]2CCCC[C@H]2C1
-0.6	-9.7	-5.1	O=C(COc1ccc(F)cc1Br)Nc1ccccc1N1CCCC1
-0.7	-1.7	0.6	O=C(Nc1cc(Cl)ccc1N1CCOCC1)c1ccc2c(c1)OCO2
-3.2	-0.6	-3.4	COc1cccc(OC)c1C(=O)N1CCN(Cc2ccccc2F)CC1
-0.4	-5.0	5.6	CCOC(=O)C1=C(COC(=O)CNS(=O)(=O)c2ccc(C)c(C)c2)NC(=O)NC1C (stereo not drawn)
-4.9	-2.3	2.6	O=C(CNC(=O)c1ccccc1)OC(C(=O)O)c1ccc(F)cc1 (stereo not drawn)
-1.3	-1.4	3.7	CN(CC(=O)Nc1ccc(Cl)c(C(F)(F)F)c1)C(=O)COc1cccc2cccnc12
-1.5	-9.8	-0.9	O=C1OC(Cc2ccccc2)(c2ccccc2)c2ccccc21 (stereo not drawn)
0.6	-0.3	-4.9	CCOc1ccc(NC(=O)CN(C)C2=NS(=O)(=O)c3ccccc32)cc1
8.2	2.9	-5.5	O=C1Nc2cc(C(=O)NCCCN3CCCC3)ccc2S/C1=C/c1cccc(Cl)c1

Remaining list, next part:
NSD2 inh	DAGLB inh	PKA-R2B act	mol
0.0	-0.6	-2.7	CCN(CCn1cccn1)C(=O)c1ccc(OC2CCN(C(=O)CCOC)CC2)cc1
-30.8	-5.4	-17.6	COc1ccccc1N(CC(=O)NCCSCc1ccccc1)S(=O)(=O)c1ccccc1
32.0	-1.2	1.5	Cc1ccc(C(=O)N(Cc2ccco2)c2c(N)n(Cc3ccccc3)c(=O)[nH]c2=O)cc1
3.0	3.3	1.5	CCN1CCN(CCNC(=O)c2ccc3c(c2)NC(=O)/C(=C\c2cccc(Cl)c2)S3)CC1
31.3	43.9*	-7.5	CC(C1SC(=S)NC1=O)C1SC(=S)NC1=O (stereo not drawn)
4.3	-2.9	-9.2	Cc1ccc(N(CC(=O)N2CCCCCC2)S(C)(=O)=O)c(C)c1
-2.0	-2.2	2.1	COC1OC2COC(c3ccccc3)OC2C(NC(C)=O)C1OC(C)=O (stereo not drawn)
-1.3	-1.4	-0.4	CCN(C(=O)COC(=O)CNS(=O)(=O)c1ccc(C)cc1)C1CCS(=O)(=O)C1 (stereo not drawn)
